GLS inh: qHTS for Inhibitors of Glutaminase (GLS); Glutaminase kidney isoform, mitochondrial (Homo sapiens), O94925; GLS enzymatic activity, qHTS titration; Potency, µM (highest dose often 45.5 µM), for the others: top-dose activity change, negative = inhibition, actives largely listed as inhibitors; actives 0.21% (n = 410,000); AID 624170, 2012; also: potency is read from the fitted curve at half-maximal effect; % is scaled to controls: 0 for no effect and ±100 for the full control effect
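Human kidney-isoform GLS in 45 mM KH2PO4 pH 8.2, 0.02% Tween-20, with compound, started with 1mM L-Glutamine (added stock). Glutamate oxidase/HRP/Amplex red coupled fluorescence read at start and after 30 min at RT.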
ERG Ets-DNA blk: qHTS for Small Molecule Inhibitors of the ERG Ets/DNA interaction. fluorescence polarization, His-ERG Ets domain / labelled DNA. Potency, µM (series often up to 76.9 µM), inactives show at the highest dose FP activity, negative = inhibition, hits mostly inhibitors. actives 0.028% (n = 370,000). AID 624246, 2012; active = well fitted inhibition curve with a large enough effect in the polarisation, with a control signal flat; inconclusive = small, poorly fitted or top-dose-only effect, or effect the other way, or a change in a side signal; inactive = no such curve, though single readings can be large or run the other way; the % refers to the polarisation;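 also: polarization taken with two DNA probes labelled with fluorescein and Texas red; potency is read from the fitted curve at half-maximal effect; % of control where 0% means no effect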
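His-tagged ERG Ets domain (1 uM in the protein solution; 300mM KCl, 50mM Tris-HCl, 1mM EDTA, 1mM DTT, pH 7.5) received compound, then a probe mix of 5 nM fluorescein-DNA and 100nM Texas-615-DNA. Fluorescence polarization was read for both dyes.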
PI4K2A block: qHTS for small molecular inhibitors of PI4K2A. purified PI4K2A, ADP-Glo luminescence, 1 h; active compounds read low. activity change, negative = inhibition, % at 76.9 µM. actives 0.13% (n = 420,000); in the data active = activity change below about -50%; inconclusive = mostly about -30% to -49%;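 also: -100% = wells without enzyme as full effect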
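ADP-Glo luminescence measured ADP generated by PI4K2A enzyme (4 ug/mL before mixing) with 1.2 mM PI substrate (pre-mix) and 300 microM ATP (pre-mix). Tris pH7.5 buffer with MgCl2, Triton X-100; 1 h reaction at ambient temperature.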
PGK inhibitor: qHTS Assay to Find Inhibitors of Phosphoglycerate Kinase; Phosphoglycerate kinase, glycosomal (Trypanosoma brucei brucei), P07378; PGK/GAPDH coupled, Kinase-Glo luminescence, 60 min; Potency, µM (series often up to 57.5 µM), for the others: top-dose activity change, negative = inhibition, usual class: inhibitors; actives 0.043% (n = 380,000); also: potency is read from the fitted curve at half-maximal effect; % is scaled to controls: 0 for no effect and ±100 for the full control effect; nearly all actives have a fitted effect of over 60% in size
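Recombinant glycosomal PGK reaction used 1,3-bisphosphoglycerate generated in-well by GAPDH (100nM final) in 100mM TEA pH 7.6, 5mM MgCl2, 0.01% Tween-20. After 60 minutes at room temperature, ATP was read by Kinase-Glo Plus luminescence end-point.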
HP1b binding inh: HTS for Inhibitors of HP1-beta Chromodomain Interactions with Methylated Histone Tails; actives 0.56% (n = 390,000); Potency, µM (series often up to 114 µM), for the others: at the top dose activity change, negative = inhibition, most hits filed as inhibitors; AlphaScreen HP1-beta / biotin-H3K9me3 peptide binding; also: potency is read from the fitted curve at half-maximal effect; nearly all actives have a fitted effect of over 70% in size; inactives centre near 23
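HP1-beta protein (50 nM final) preincubated 30 min at room temperature with biotinylated H3(1-18)K9me3 peptide (50 nM) in PBS pH 7.4, 0.01% Tween-20, then compound added for 30 min. AlphaScreen streptavidin donor/nickel chelate acceptor beads (10 ug/mL final), 30 min dark, luminescence read.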
JMJD2A Tudor: qHTS Assay for Inhibitors of JMJD2A-Tudor Domain. Lysine-specific demethylase 4A (Homo sapiens), O75164. AlphaScreen JMJD2A-Tudor / H3K4me3 peptide binding. Potency, µM (series often up to 114 µM), without a hit: at the highest dose activity change, negative = inhibition, actives largely listed as inhibitors. actives 4.4% (n = 390,000); also: potency is read from the fitted curve at half-maximal effect; % is scaled to controls: 0 for no effect and ±100 for the full control effect; nearly all actives have a fitted effect of over 50% in size
Target sequence (O75164 whole entry, looked up, the tested form may be a part): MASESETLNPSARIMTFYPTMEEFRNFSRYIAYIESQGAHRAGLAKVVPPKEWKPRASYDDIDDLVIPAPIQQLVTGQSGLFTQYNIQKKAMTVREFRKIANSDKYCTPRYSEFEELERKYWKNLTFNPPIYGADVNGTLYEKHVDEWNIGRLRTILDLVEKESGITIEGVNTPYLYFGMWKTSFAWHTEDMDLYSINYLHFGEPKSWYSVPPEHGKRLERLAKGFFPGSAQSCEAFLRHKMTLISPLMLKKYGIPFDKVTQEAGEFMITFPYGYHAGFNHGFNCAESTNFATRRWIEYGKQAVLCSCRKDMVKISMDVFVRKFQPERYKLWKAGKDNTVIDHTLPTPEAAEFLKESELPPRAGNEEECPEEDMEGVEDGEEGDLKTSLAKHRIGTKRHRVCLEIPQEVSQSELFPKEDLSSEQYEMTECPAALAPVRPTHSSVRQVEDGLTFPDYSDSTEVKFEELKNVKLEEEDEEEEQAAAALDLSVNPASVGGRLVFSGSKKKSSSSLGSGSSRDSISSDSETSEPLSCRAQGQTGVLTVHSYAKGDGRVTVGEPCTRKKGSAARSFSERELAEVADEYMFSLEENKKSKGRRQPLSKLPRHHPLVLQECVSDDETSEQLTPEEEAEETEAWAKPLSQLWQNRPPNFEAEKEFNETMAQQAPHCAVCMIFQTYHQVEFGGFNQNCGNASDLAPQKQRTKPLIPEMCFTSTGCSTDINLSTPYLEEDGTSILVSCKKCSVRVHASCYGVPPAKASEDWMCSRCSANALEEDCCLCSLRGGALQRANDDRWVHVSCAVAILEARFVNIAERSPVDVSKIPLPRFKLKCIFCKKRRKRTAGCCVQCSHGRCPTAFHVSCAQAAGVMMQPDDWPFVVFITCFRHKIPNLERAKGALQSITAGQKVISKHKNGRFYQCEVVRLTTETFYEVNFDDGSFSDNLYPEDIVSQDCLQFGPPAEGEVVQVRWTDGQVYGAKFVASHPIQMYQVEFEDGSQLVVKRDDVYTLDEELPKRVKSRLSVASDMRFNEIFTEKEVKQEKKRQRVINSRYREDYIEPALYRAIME
BAZ2B block: qHTS Assay for Inhibitors of BAZ2B | Potency, µM (series often up to 114 µM), for inactives: top-dose activity change, negative = inhibition, most hits filed as inhibitors | AlphaScreen BAZ2B-H3K14Ac peptide displacement | actives 4.4% (n = 360,000) | Bromodomain adjacent to zinc finger domain protein 2B (Homo sapiens), Q9UIF8 | AID 504333, 2011; also: potency is read from the fitted curve at half-maximal effect; % is scaled to controls: 0 for no effect and ±100 for the full control effect; nearly all actives have a fitted effect of over 60% in size
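Inhibition is scored as reduced AlphaScreen emission. The BAZ2B/b-H3(5-23)K14Ac complex (50 nM each) in PBS pH 7.4, 0.01% Tween-20 meets compound (up to 110 uM) for 30 min at RT before bead addition.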
Pin1 inh: qHTS Assay to Find Inhibitors of Pin1; Peptidyl-prolyl cis-trans isomerase NIMA-interacting 1 (Homo sapiens), Q13526; Pin1 FP peptide displacement, HiFluor488, 10 min; Potency, µM (highest dose often 115 µM), for inactives: at the highest dose activity, negative = inhibition, usual class: inhibitors; actives 0.009% (n = 390,000); AID 504891, 2011; active = well fitted inhibition curve with a large enough effect in the polarisation, with a control signal flat, not every such curve was filed as active; inconclusive = small, poorly fitted or top-dose-only effect, or effect the other way, or a change in a side signal; inactive = no such curve, though single readings can be large or run the other way; the % refers to the polarisation; also: potency is read from the fitted curve at half-maximal effect; % is scaled to controls: 0 for no effect and ±100 for the full control effect
G9a inh: qHTS Assay for Inhibitors of Histone Lysine Methyltransferase G9a | actives 8.8% (n = 350,000) | G9a H3K9 monomethylation, AlphaScreen, 2 h | Histone-lysine N-methyltransferase EHMT2 (Homo sapiens), Q96KQ7 | Potency, µM (titrated, usually from 102 µM), without a hit: at the highest dose activity, negative = inhibition, actives largely listed as inhibitors; also: potency is read from the fitted curve at half-maximal effect; % is scaled to controls: 0 for no effect and ±100 for the full control effect; nearly all actives have a fitted effect of over 75% in size
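Quantitative HTS format: methyltransferase activity on a biotin-tagged H3K9 peptide is measured by AlphaScreen, using a rabbit anti-monomethyl-H3K9 antibody with streptavidin donor and anti-IgG acceptor beads. Final levels are 20 nM enzyme, 500 nM peptide, 20 uM SAM; 2 h RT.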
Active calls of the source: *; i = inactive; ? = inconclusive; nt = not tested or not shown; & = joins results of further samples; [ ] = remark or other dose. Unless noted, calls follow the shape of the dose curve; as a rule, active = well fitted curve in the direction sought with a large enough effect; inconclusive = small, poorly fitted or top-dose-only effect, or another doubt; inactive = no such curve, though single readings can be large; an effect the other way counts as inactive or inconclusive. Not a hit list. Share with any hit: about 11%.

SMILES	GLS inh	ERG Ets-DNA blk	PI4K2A block	PGK inhibitor	HP1b binding inh	JMJD2A Tudor	BAZ2B block	Pin1 inh	G9a inh
CS(=O)(=O)c1ccc(CNC(=O)C2(C(F)(F)F)C/C(=C/CCO)CCCO2)cc1 (stereo unspecified)	-3%	-1%	0	0%	37%&10%	6%&3%	nt	-6%&-1%	nt
CCOC(=O)CSc1nnc(NC(=O)c2ccco2)s1	3%	-5%	2	-4%	19%	-7%	-17%	-3%	16%
CCc1ccc(CNC(=O)c2nn(-c3ccc(C)c(C)c3)nc2CO)cc1	-9%	-1%	-4	5%	0%	-14%	-7%	-1%	-2%[59 µM]
COc1ccc(N2CCN(C(c3cccs3)C(C)NC(=O)c3ccco3)CC2)cc1 (stereo unspecified)	7%	-3%	3	0%	-15%	?	?	4%	3.5µM*
COc1ccc2[nH]c3c(C)c4ccncc4c(C)c3c2c1	1%	?	3	-4%	16%	-31%	?	3%	40µM*
COc1ccc(-c2cc(C(=O)N3CC4(C)CC3CC(C)(C)C4)no2)cc1OC (stereo unspecified)	2%	-1%	-4	i	14%	-33%	-11%	0%	-13%[59 µM]
Clc1ccc(OCc2nc(-c3ccncc3)no2)cc1	14%	nt	-3	-4%	18%	-3%	20%	2%	27%[12.7 µM]
CCOC(=O)C(C(=O)Nc1nccs1)C1CCCCC1 (stereo unspecified)	-1%	-4%	-3	-2%	12%	-9%	17%	4%	14%
Nc1ccc(O)cc1	13µM*	nt	?	nt	-36%[57 µM]	?	nt	nt	nt
CCN1CCN(CC(O)COCc2cc(OC)c(OC)c(OC)c2)CC1 (stereo unspecified)	7%	7%	2	i	8%	-21%	-30%	1%	-44%
O=C(NCCc1ccccc1)c1ccc2nc(N3CCOCC3)sc2c1	0%	1%	-4	i	24%	-21%	-1%	11%	nt
Cc1ccc(NC(=O)CCn2cnc3ccccc3c2=O)cc1	-3%	-7%	1	5%	18%	3%	-12%	2%	29%
COc1ccc(-n2nc3c(c2NC(=O)COc2ccccc2F)CS(=O)(=O)C3)cc1	-5%	0%	-1	4%	36%	1%	-12%	-5%	24%
O=C(C[n+]1cc(-c2ccccc2)n2c1CCC2)c1cccs1	1%	16%	-4	i	25%	-12%	-12%	-2%	?
Cc1ccc(CCNC(=O)c2cnc3c(-c4ccc(F)cc4)c(C)nn3c2C)cc1	-2%	6%	-3	-3%	41%[activator]	2%	-1%	-5%	5%[59 µM]
Cc1cccc(C)c1OCC(=O)Nc1ccc2c(c1)C(=O)NC2=O	0%	12%	0	i	16%	-10%	-4%	-34%	nt
Cc1c(Cl)cnc(NC(=O)COC(=O)c2cccc(S(=O)(=O)N3CCc4ccccc4C3)c2)c1Cl	2%	9%	-3	-4%	-4%	-33%	?	35%[activator]	?
CC(=O)O[C@@H]1[C@H](OC(=O)CC(C)C)c2c(ccc3ccc(=O)oc23)OC1(C)C	0%	6%	-1	-3%	37%[activator]	-12%	2%	2%	-3%
Cc1ccc(C(=O)N(CCN(C)C)CC2CCCN(Cc3ccccc3F)C2)cc1C (stereo unspecified)	2%	-5%	2	0%	4%	-21%	0%	-1%	18%[0.501 µM]
COc1ccc(-c2nc3ccccc3c(=O)n2CCc2ccc(O)cc2)cc1	-1%	-7%	3	nt	41%[activator]	-7%	-7%	-3%	12%
O=C1C(Cl)=C(Nc2ccccc2)C(=O)c2ccccc21	0%	3%	-4	-15%	-2%	-18%	?	6%	?
O=C(NCCCN1CCN(c2ccccc2F)CC1)C1CCC(=O)N1C1CCCCC1 (stereo unspecified)	24%	nt	-2	-4%	19%	-11%	-30%	-11%	14%[0.501 µM]
COc1cc(OC)cc(C(=O)Nc2ccc3c(c2)n(C)c(=O)n3C)c1	-2%	0%	0	-2%	29%	6%	?	1%	5%
OC1(c2ccccc2)CC(c2ccccc2)c2ccccc2O1 (stereo unspecified)	3%	14%	2	2%	30%	-1%	nt	?	nt
CC(=O)c1ccc(Nc2cc(C)nc3nc(Cc4ccc(Cl)cc4)nn23)cc1	4%	2%	3	-3%	15%	-23%	-7%	?	?
CCOc1cc(C(=O)N2CCC(CC3CC(c4cccc(Br)c4)=NO3)(C(=O)NCC3CCCCC3)CC2)cc(OCC)c1OCC (stereo unspecified)	-16%	5%	3	-7%	38%	-16%	-2%	1%	26%
CC(=O)Nc1sc(NC(=O)c2ccc(C)cc2)nc1-c1cccs1	15%	2%	3	5%	25%	-11%	10%	0%	5%[59 µM]
CCOC(=O)c1ccc(Nc2c(-c3ccc(O)cc3)nc3nc[nH]n23)cc1	-31%	1%	-2	-10%	?	-32%	?	-4%	-44%[59 µM]
CCOc1ccc2oc(=O)cc(C)c2c1	16%	5%	10	4%	23%	-10%	7%	1%	-7%
COc1cc(NC2c3ccccc3C(=O)N2Cc2ccc3c(c2)OCO3)cc(OC)c1 (stereo unspecified)	?	0%	5	-9%	-9%	?	?	0%	50µM*
COc1ccc(S(=O)(=O)NCc2ccc3c(c2)OCO3)cc1C	4%	nt	1	-10%	6%	-12%	-5%	0%	-2%[59 µM]
CC(Oc1ccc2c(-c3ccccc3)cc(=O)oc2c1)C(=O)N1CCOCC1 (stereo unspecified)	-4%	3%	0	-5%	23%	3%	nt	-8%	nt
CC1CCN(C(=O)c2ccc(S(=O)(=O)N3CCCC3)cc2)CC1	-9%	?	5	-2%	60%[activator]	-12%	-2%	10%	2%[59 µM]
COc1ccc(-c2nc(-c3ccccc3)ncc2S(C)(=O)=O)cc1	8%	-7%	3	5%	7%	?	-4%	1%	17%[12.7 µM]
C=CCN1C(=O)SC(Cc2cccc(OC)c2O)C1=O (stereo unspecified)	0%	-2%	4	i	54%[activator]	2%	-4%	7%	4%
O=C1CC(c2ccccc2)CC(O)=C1C=NCCc1ccccc1 (stereo unspecified)	-6%	-4%	5	-6%	-10%	-10%	0%	-2%	6%
O=C(Cc1ccccc1)NCc1ccc2c(c1)OCO2	1%	-14%	6	-1%	38%	-19%	-24%	-7%	?
Cc1c(C(=O)Nc2ccncc2)oc2c1C(=O)CC(C)(C)C2	-1%	7%	-3	-1%	22%	-5%	6%	10%	5%[12.7 µM]
N#Cc1ccc(C(=O)Nc2cc(S(=O)(=O)Nc3ccc(Cl)cc3)ccc2N2CCCCC2)cc1	-2%	0%	-2	5%	?	?	-23%	27%	7.1µM*
COc1ccc(OC)c(S(=O)(=O)Nc2cccc3ccccc23)c1	-4%	-1%	-1	14%	14%	-23%	nt	-7%	nt
CCOc1ccccc1NC(=O)CSc1nnnn1-c1ccc(C(=O)OC)cc1	-1%	-5%	-5	-1%	42%[activator]	-3%	7%	0%	?
ON=C1C2CC=C(c3ccccc3)C1CCC2 (stereo unspecified)	13%	-8%	0	-3%	8%	-8%	nt	-4%	nt
CCOC(=O)c1ccc(N(CCC2CO2)S(=O)(=O)c2ccc(C)cc2)cc1 (stereo unspecified)	7%	13%	-2	-5%	50%[activator]	-1%	nt	0%	nt
CSc1cccc(-n2c(C)cc(C(N)=O)c2C)c1	11%	0%	1	1%	-10%	?	?	-11%	-10%[59 µM]
CCOC(=O)c1cc2oc(C)cc2n1CC(=O)OC1CCCCC1	3%	nt	3	nt	22%	-30%	?	0%	?
CCOC(=O)c1ccccc1NC(=O)Cc1c(C(=O)O)n(C)c2ccccc12	4%	16%	2	-4%	33%	-5%	-4%	-4%	-31%
CCOC(=O)CC1C(=O)NCCN1S(=O)(=O)c1cccc(C(F)(F)F)c1 (stereo unspecified)	3%	9%	1	-9%	14%	-13%	-8%	-10%	69%
COc1ccccc1OCCSc1nc2ccccc2n1CCC(=O)O	-1%	11%	-2	i	19%	-12%	-2%	-8%	nt
CN(C)S(=O)(=O)c1ccc(NC(=O)c2cccnc2)cc1	-7%	-10%	8	i	32%	-1%	-13%	6%	-5%
COCCNC(=S)NC12CC3CC(CC(C3)C1)C2	4%	0%	-1	-1%	40%	-2%	-10%	-8%	19%[2.33 µM]
Cc1nc2ccccc2c(=O)n1NCc1cccs1	12%	nt	2	-7%	12%	-11%	27%	-3%	?
Cc1cc(NC(=O)CN2C(=O)NC(C)(c3ccccc3Cl)C2=O)no1 (stereo unspecified)	-6%	-1%	0	-9%	13%[57 µM]	-3%	nt	-7%	nt

Source: PubChem BioAssay
